# Source: PubChem BioAssay
# VP16 counter – counter-screen for ROR gamma inhibitors: Gal4-VP16 reporter; Drosophila S2 Gal4-VP16 UAS-luciferase, luminescence, 20 h; Potency, µM (top dose mostly 53.6 µM), inactives show at the highest dose activity, negative = inhibition, usual class: inhibitors; 310,000 compounds, 3.5% hits;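 also: Gal4-VP16 expression switched on by copper sulfate through the metallothionein promoter; potency is read from the fitted curve at half-maximal effect; % is scaled to controls: 0 for no effect and ±100 for the full control effect; nearly all actives have a fitted effect of over 50% in size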
# FLuc modulator – counter-screen for miR-21 project: firefly luciferase inhibitors or activators. P08659. purified FLuc, Km substrates, luminescence inhibition. Potency, µM (series often up to 57.5 µM), for the others: at the top dose activity change, negative = inhibition, hits mostly inhibitors. 360,000 compounds, 6.9% hits;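 also: potency is read from the fitted curve at half-maximal effect; plate controls were vehicle for no effect and reference inhibitor for full effect; nearly all actives have a fitted effect of over 55% in size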
#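 Purified P. pyralis luciferase, 10 nM final, with Km-level 10 uM D-luciferin and 10 uM ATP in 50 mM Tris acetate pH 7.5, 10 mM Mg acetate, 0.01% Tween-20, 0.05% BSA; 6-point qHTS titration about 60 µM downward; luminescence read.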
# p53 reactivation – re-activators of mutant p53; H1299 p53-A138V BP100-luciferase reporter, luminescence, 24 h; Potency, µM (series often up to 92.2 µM), for the others: top-dose activity change, positive = activation, most hits filed as activators; 320,000 compounds, 0.063% hits; AID 504706; also: potency is read from the fitted curve at half-maximal effect; % of control where 0% means no effect; nearly all actives have a fitted effect of over 45% in size
#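 H1299 (p53-null), stable ts p53-A138V + BP100-Luc; 1000 cells/well, Opti-MEM/10% FBS; cpd 4 pt, 1:5; 24 h, 37 deg C, 5% CO2; detection reagent 10 min RT; luminescence.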
# NPC1 promoter act – NPC1 promoter activation | Huh7 NPC1 promoter luciferase reporter, 24 h | Potency, µM (titrated, usually from 9.22 µM), without a hit: at the top dose activation, actives largely listed as activators | 320,000 compounds, 2.4% hits;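 also: potency is read from the fitted curve at half-maximal effect; % of control where 0% means no effect; nearly all actives have a fitted effect of over 60% in size; reporter is driven by a mutant NPC1 promoter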
#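 Stably transfected Huh7 (NPC1 promoter→luciferase), 1500 cells/well in Opti-MEM + 10% FBS, 2 h settle, then compound 24 h at 37 °C. Luminescence after 10 min with Amplite reagent.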
# Rab9 promoter act – activates the Rab9 promoter; Huh7 Rab9 promoter-luciferase reporter, luminescence, 24 h; Potency, µM (series often up to 9.22 µM), for the others: at the top dose activation, negative = inhibition, usual class: activators; 320,000 compounds, 2.8% hits; AID 485297; also: potency is read from the fitted curve at half-maximal effect; % of control where 0% means no effect; nearly all actives have a fitted effect of over 60% in size
#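 Cells were plated at 1500 per well in reduced-serum medium with 10% FBS and left 2 h. Compound in DMSO was then added for 24 h at 37 °C. Reporter signal was read by luminescence after 10 min with luciferase detection reagent.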
# Tb PFK block – blocks T. brucei phosphofructokinase. 330,000 compounds, 0.17% hits. AID 485367. T. brucei PFK, ADP-Glo luminescence. Potency, µM (series often up to 57.5 µM), without a hit: at the highest dose activity, negative = inhibition, hits mostly inhibitors;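 also: potency is read from the fitted curve at half-maximal effect; 0% = uninhibited 1x PFK enzyme wells and -100% = no-enzyme wells; nearly all actives have a fitted effect of over 60% in size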
#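 PFK 1.25 nM, F6P 0.5 mM, ATP 0.1 mM, 0.1 M TEA pH 8.0, 5 mM MgCl2, 0.01% Tween20, 0.1% BSA; 45 min RT. ADP-Glo readout. qHTS titration up to 57 uM; curves fitted, compounds curve-classed.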
# ELG1 genotoxic – induces genotoxicity in HEK293T cells with luciferase-tagged ELG1. HEK293T ELG1-luciferase reporter, luminescence, 16 h. Potency, µM (series often up to 46 µM), for inactives: top-dose activity change, positive = activation, most hits filed as activators. 330,000 compounds, 1.3% hits. AID 504466; also: potency is read from the fitted curve at half-maximal effect; % of control where 0% means no effect; nearly all actives have a fitted effect of over 60% in size
#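 DMSO vehicle served as control against compound-treated ELG1-luciferase HEK293T cells; exposure lasted 16 hr at 37 °C and 5% CO2, followed by ONE-Glo luminescence detection after 30 min.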
# ELG1 repair inh – inhibitors of ELG1-dependent DNA repair in HEK293T cells; HEK293T ELG1-luciferase reporter, luminescence, 16 h; DNA damage induced by 5-fluorouridine; 330,000 compounds, 2.3% hits; Potency, µM (top dose mostly 46.1 µM), inactives show at the top dose activity change, negative = inhibition, usual class: inhibitors; also: potency is read from the fitted curve at half-maximal effect; % is scaled to controls: 0 for no effect and ±100 for the full control effect; nearly all actives have a fitted effect of over 55% in size
#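 Cells (2,000 per well) received 5-fluorouridine plus test compound or DMSO and were incubated 16 hr at 37 °C, 5% CO2. Luciferase activity was read by luminescence 30 min after ONE-Glo addition; signal suppression marked inhibition of damage-induced ELG1 function.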
# TRPV1 ag – human TRPV1 agonism | TRPV1-expressing cells, Fluo-8 calcium influx, agonist mode | activation, % at 8.33 µM | 320,000 compounds, 0.19% hits; in the data active = activation above about 80%; inconclusive = between about 30% and that limit; also: 0% is about no effect
# Target sequence (Q8NER1 whole entry, looked up): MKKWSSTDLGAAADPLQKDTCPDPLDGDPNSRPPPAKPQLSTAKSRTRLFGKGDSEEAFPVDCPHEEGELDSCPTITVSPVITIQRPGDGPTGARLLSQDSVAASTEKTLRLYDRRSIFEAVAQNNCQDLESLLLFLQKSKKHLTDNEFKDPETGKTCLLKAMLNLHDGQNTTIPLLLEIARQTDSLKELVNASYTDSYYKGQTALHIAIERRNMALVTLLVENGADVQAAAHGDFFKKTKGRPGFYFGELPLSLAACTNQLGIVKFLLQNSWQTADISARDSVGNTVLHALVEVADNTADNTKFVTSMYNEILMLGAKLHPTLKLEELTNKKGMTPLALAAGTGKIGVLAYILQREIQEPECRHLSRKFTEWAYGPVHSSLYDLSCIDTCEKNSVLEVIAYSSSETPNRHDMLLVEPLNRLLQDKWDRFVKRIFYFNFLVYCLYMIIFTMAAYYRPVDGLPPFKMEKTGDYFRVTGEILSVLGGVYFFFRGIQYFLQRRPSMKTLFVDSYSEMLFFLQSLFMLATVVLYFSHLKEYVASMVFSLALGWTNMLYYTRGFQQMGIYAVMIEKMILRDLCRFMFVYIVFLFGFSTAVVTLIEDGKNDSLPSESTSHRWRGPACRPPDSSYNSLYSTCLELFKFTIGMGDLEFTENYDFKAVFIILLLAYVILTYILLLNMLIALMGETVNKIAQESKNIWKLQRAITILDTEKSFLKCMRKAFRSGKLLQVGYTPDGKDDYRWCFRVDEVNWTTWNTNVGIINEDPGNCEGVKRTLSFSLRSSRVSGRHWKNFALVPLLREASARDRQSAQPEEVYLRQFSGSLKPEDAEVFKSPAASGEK
#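 TRPV1-expressing cells were cultured overnight at 35.5C and loaded with Fluo-8 calcium dye for 40 to 90 min at room temperature. After a 10 s baseline, compound was added and calcium influx was read kinetically for 3 min (ex 480/em 520 nm).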
# RORgamma inh – inhibitors of mouse ROR gamma transcriptional activity; Drosophila S2 Gal4-RORgamma UAS-luciferase reporter, 20 h; Potency, µM (doses to about 53.6 µM), without a hit: at the highest dose activity change, negative = inhibition, actives largely listed as inhibitors; 310,000 compounds, 5.4% hits; also: potency is read from the fitted curve at half-maximal effect; % is scaled to controls: 0 for no effect and ±100 for the full control effect; nearly all actives have a fitted effect of over 60% in size
#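 ROR gamma transcriptional activity was tracked as Gal4-UAS luciferase output in stably transfected Drosophila Schneider cells, with compound added 1 hr before 700 uM copper sulfate induction and a 20 hr ambient-temperature incubation.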
# BRCA1 expr act – activators of BRCA1 expression. MCF7-BRCA1-FFLuc reporter, luminescence, 48 h; response scale: scaled: vehicle 0%, 10 µM genistein 100%. Potency, µM (top dose mostly 46.1 µM), inactives show top-dose activation, usual class: activators. 380,000 compounds, 1.1% hits; also: potency is read from the fitted curve at half-maximal effect; nearly all actives have a fitted effect of over 80% in size; some results filed as inactive show a strong effect at the top dose
#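 First, MCF7-BRCA1-FFLuc cells (2000/well) attach for 2 h; next, compounds are pin-added and incubated 48 h at 37 °C; finally, luciferase reagent is added and luminescence read after 15 min.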
# * hit, by the source's call; ? = inconclusive; . = no result given; [ ] = remark or other dose. Unless noted, calls follow the shape of the dose curve; as a rule, active = well fitted curve in the direction sought with a large enough effect; inconclusive = small, poorly fitted or top-dose-only effect, or another doubt; inactive = no such curve, though single readings can be large; an effect the other way counts as inactive or inconclusive.
Structure	VP16 counter	FLuc modulator	p53 reactivation	NPC1 promoter act	Rab9 promoter act	Tb PFK block	ELG1 genotoxic	ELG1 repair inh	TRPV1 ag	RORgamma inh	BRCA1 expr act
CC(C)CN1CCN(Cc2nc(C(C)C)cs2)CC1CCO (centres undefined)	-4%	-3%	0%	-2%	0%	-3%	-1%	11%	6	11%	-43%
CCOC(=O)c1c2c3c(cccc3n(C)c1=O)C(=O)c1ccccc1-2	-15%	0%	1%	1%	0%	-5%	-9%	?	5	-17%	-22%
Cc1ccc(C)c(NC(=O)CSc2sc3c(O)cc(=O)[nH]c3c2C#N)c1	2%	2%	-4%	-7%	-2%	-3%	-3%	1%	-2	-13%	6%
COc1ccc(/C=N\NC(=O)c2sc(N)nc2C)cc1OC	4%	?	-8%	0%	2%	5%	12%	27%	2	13%	-39%
Cn1ncc([N+](=O)[O-])c1C(=O)N1CCCCCC1	.	4%	.	-1%	-4%	-1%	2%	2%	-2	.	5%
COC(=O)CCc1c(C)c(C(=O)c2cc(F)c(F)c(F)c2F)c2ccccn12	-1%	-2%	1%	-1%	-2%	7%	-5%	12%	17	-37%	-6%
Cc1ccc2[nH]c(=O)c(CN(Cc3cccs3)Cc3nnnn3Cc3ccccc3)cc2c1	5%	2%	-5%	7%	14%	0%	-6%	?	-1	?	-49%
COc1ccc(OC)c2c1C(=O)c1ccccc1C2=O	-4%	4%	-19%	1%	-6%	0%	-2%	1%	5	6%	4%
O=C(c1cc2ccccc2cc1O)N1CCN(c2ccccc2O)CC1	.	0%	-4%	0%	0%	-2%	-2%	-21%	1	.	-22%
O=C(NCCCN1CCCC1=O)c1cc(NS(=O)(=O)c2ccc(F)cc2)cc(NS(=O)(=O)c2ccc(F)cc2)c1	-5%	2%	-1%	3%	-1%	8.5µM*	-1%	13%	2	14%	3%
CCO[C@@H]1OC(C(=O)NCc2nc3ccccc3[nH]2)=C[C@H](C)[C@H]1CCCO	4%	6%	0%	-4%	0%	1%	8%	?	-2	28%	-7%
CC(C)CC(=O)NC(=S)Nc1cccc(NC(=O)c2ccccc2)c1	?	?	-2%	-3%	-2%	-4%	-4%	?	14	?	-18%
Cc1cc(N/N=C/c2c[nH]c3ccccc23)c2ccccc2n1	-10%	-7%	0%	8%	2%	-10%	1%	17%	0	0%	-28%
COc1cc(/C=C/C(=O)OCc2csc(CC(=O)Nc3ccc(C)cc3)n2)ccc1OCC#N	.	?	-8%	2%	10%	0%	-1%	?	-3	.	12%
NC(=O)COC(=O)c1c2c(nc3ccccc13)CCCC2	-9%	-4%	-5%	-6%	6%	-1%	-10%	-1%	-3	12%	-5%
COc1ccc2nc(N(Cc3ccccc3)C(=O)CCNC(C)=O)sc2c1	7%	19µM*	10%	?	?	1%	?	?	15	?	33%
COc1cc2c(cc1OC)CN(C(=O)c1cc(S(=O)(=O)N3CCCCC3)ccc1Cl)CC2	6%	-3%	-3%	0%	3%	0%	-12%	?	12	26%	12%
COc1ccc(CCNC(=O)COC(=O)/C=C/c2ccc(OCC#N)c(OC)c2)cc1	5%	1%	-8%	-1%	3%	-3%	5%	0%	-3	-14%	24%
Cn1nc(-c2ccccc2)cc1NC(=O)c1cccs1	7%	-12%	-3%	14%	-4%	-1%	0%	-4%	?	-4%	24%
COc1ccc(N2CCN(c3nc4c(c(=O)[nH]c(=O)n4C)n3Cc3cccc(C)c3)CC2)cc1	?	-1%	-13%	-3%	-9%	-3%	-9%	?	0	0%	-6%
CC(C)(C)Nc1nc(Cl)nc(NC(C)(C)C)n1	-6%	7%	2%	2%	-5%	0%	1%	16%	3	-14%	-14%
COc1cccc(N2CCN(S(=O)(=O)c3ccc4c(c3)N(C(C)=O)CCO4)CC2)c1	1%	-1%	-15%	-1%	0%	-4%	-4%	-3%	9	?	-20%
CCCc1c(O)nc(SCCN(CCC)CCC)[nH]c1=O	0%	-1%	15%	10%	2%	0%	2%	5%	2	2%[10 µM]	3%
CC1=NN(C(=O)c2cc(C)nn2C)C(O)(C(F)(F)F)C1 (centres undefined)	?	2%	-13%	-5%	13%	0%	0%	3%	-1	11µM*	-26%
Cc1cc(C(C)(C)C)nc2[nH]n(-c3ccccc3)c(=O)c12	-10%	?	3%	2%	-2%	-2%	-7%	?	?	35%	0%
COc1ccc(C(C(=O)NCC2CCCO2)N(Cc2ccco2)C(=O)c2snc(C(N)=O)c2N)cc1OC (centres undefined)	0%	-1%	1%	-1%	4%	-1%	-14%	-28%	2	6%	-20%
O=C1CN(C(=O)CSc2nc3ccccc3c(=O)n2Cc2ccc(F)cc2)c2ccccc2N1	-15%	-10%	-5%	0%	0%	4%	-1%	?	-4	-4%	-30%
CC(C)C(NC(=O)c1ccco1)C(=O)NCC(c1ccco1)N1CCCCC1 (centres undefined)	0%	5%	-10%	-4%	-1%	-2%	2%	16%	-9	-5%	13%
COc1ccc(NC(=S)Nc2ccc(OC(F)F)cc2)cn1	-19%	-7%	9%	1%	1%	1%	0%	1%	2	1%	-12%
CCN(CC)CCNC(=O)NC(=O)c1ccc(Cl)cc1	9%	-1%	2%	2%	-2%	-7%	2%	0%	-2	5%	-17%
O=C(NNC(=O)c1ccccc1Br)c1ccncc1	0%	-5%	.	-2%	6%	-6%	5%	1%	2	1%	18%
Cc1ccc(S(=O)(=O)NCC(=O)N(CC2CCCO2)C(C(=O)NC2CCCCC2)C(C)C)cc1 (centres undefined)	-3%	-2%	-4%	-3%	6%	0%	3%	1%	8	25%	-23%
COc1cc(C2CC(=O)c3c([nH]c(C(=O)OCCOC(C)C)c3C)C2)cc(OC)c1OC (centres undefined)	?	6%	0%	-12%	-19%	-1%	-7%	10µM*	-3	?	-40%
CC1(C(=O)N2CC3(CC(c4cccc([N+](=O)[O-])c4)=NO3)C[C@H]2C(=O)NCC(N)=O)CC1 (some centres undefined)	1%	3%	-6%	0%	-2%	-2%	0%	9%	3	14%	3%
OC(COC(c1ccc(Cl)cc1)c1ccc(Cl)cc1)CN1CCN(c2ccccn2)CC1 (centres undefined)	-3%	2%	-14%	-2%	-3%	-2%	1%	?	-4	9%	-46%
CCC(C)(C)n1c(=O)[nH]c2c(c1=O)CCC2	-8%	8%	-4%	-4%	10%	2%	0%	-3%	8	13%	41%
Cc1ccc(NC(=S)NNC(=S)NC2CCCCC2)cc1	?	-12%	3%	5%	-1%	3%	-20%	-1%	1	16µM*	-6%
Cc1ccc(CCNS(=O)(=O)c2ccc3c(c2)NC(=O)CCS3)cc1	3%	2%	-4%	2%	3%	0%	-8%	-29%	16	4%	-16%
Cc1nn(C)cc1/C=N/NC(=O)C1(O)c2ccccc2-c2ccccc21	3.5µM*	2%	3%	4%	-5%	0%	0%	6%	5	-21%	-6%
CCCc1cc(=O)[nH]c(SCc2ccccc2)n1	0%	0%	-4%	-2%	0%	2%	2%	-3%	-4	-3%	-2%
COc1ccc(C(CC(=O)O)NC(=O)c2ccco2)cc1OC (centres undefined)	-5%	3%	-2%	-3%	-2%	4%	0%	-9%	0	-17%	-5%
Oc1cccc(/C=N/N2CCN(C3c4ccccc4-c4ccccc43)CC2)c1	-8%	0%	8%	1%	-3%	-1%	-5%	-3%	.	4%	-45%
COC(=O)CNC(=O)CNC(=O)c1nn(-c2ccc(OC)c(OC)c2)c(=O)c2ccccc12	-3%	0%	0%	3%	-1%	-24%	-2%	-1%	3	21%	5%
O=C(NCc1ccco1)c1nc(-c2ccccc2)n(-c2ccccc2)n1	-7%	3%	-1%	0%	-3%	-2%	-3%	-10%	23	1%	8%
CCCc1cc(=O)oc2cc(OCC(=O)N3CCc4ccccc43)ccc12	-9%	10%	-2%	1%	-1%	-1%	5%	-22%	-1	-15%	15%
CSc1nc2ncc3c(n2n1)CC(C)(C)CC3=O	8%[10 µM]	1%	1%	-6%	-5%	-12%	-1%	9%	-1	-21%	-1%
Cc1cc([N+](=O)[O-])nn1CC(=O)NCCc1c[nH]c2ccccc12	1%	5%	-1%	-5%	-1%	1%	10%	2%	11	14%	1%
Cc1cc(-c2csc(NC(=O)c3ccc(C#N)cc3)n2)c(C)n1Cc1ccccc1	-16%	4%	2%	2%	-4%	0%	-3%	-23%	1	-52%	-11%
